High-throughput results: PubChem, Broad Institute
GASC1 inh: inhibitors of GASC-1 (KDM4C) histone demethylase, primary screen, biochemical, single concentration HTS; Lysine-specific demethylase 4C (Homo sapiens), Q9H3R0; GST-KDM4C 2-372, H3K9me3 peptide, LANCE TR-FRET; AID 720574, 2013; inhibition, % at 12.5 µM; 0.15% of 96,000 active;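 active = mean replicate inhibition above about 25%, with at least 55% of replicates also reaching it, limit read from the data, passing the limit was not always enough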
Target sequence (Q9H3R0 2-372 limits assumed): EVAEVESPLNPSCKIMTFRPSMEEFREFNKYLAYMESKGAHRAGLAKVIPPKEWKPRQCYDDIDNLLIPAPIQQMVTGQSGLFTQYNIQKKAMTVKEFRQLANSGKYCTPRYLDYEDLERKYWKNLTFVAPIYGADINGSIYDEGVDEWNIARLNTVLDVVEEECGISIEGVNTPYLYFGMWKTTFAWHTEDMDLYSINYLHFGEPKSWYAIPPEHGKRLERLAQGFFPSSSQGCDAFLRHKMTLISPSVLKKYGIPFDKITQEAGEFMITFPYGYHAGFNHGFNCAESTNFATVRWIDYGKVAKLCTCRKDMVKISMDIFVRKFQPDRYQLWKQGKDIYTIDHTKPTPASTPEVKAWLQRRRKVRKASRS
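Material: GST-tagged GASC-1 (JMJD2C) catalytic fragment, aa 2-372. Input: enzyme final amount 10 nM. Medium: HEPES buffer, pH 7.5, plus ascorbate. Reagent: H3K9me3 peptide substrate, Fe(II), 2-oxoglutarate. Doses: single dose. Times: reaction 30 min RT, detection step 1 h RT. Measured by: LANCE TR-FRET. Evaluation: Fall in 671/618 emission ratio as inhibition.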
Pf Dd2 growth: P. falciparum Dd2 growth inhibitors, primary screen, SYBR Green fluorescence, single dose replicates; 72 h; active compounds read low; activity change, % at 10 µM; 2.3% of 94,000 active; AID 1159554, 2015; in the data active = activity change below about -80%
Tcruzi prolif: T. cruzi intracellular proliferation inhibitors, primary screen, cell-based, beta-gal Tulahuen parasites, NIH3T3 host, luminescence; T. cruzi beta-gal in NIH3T3, GalScreen luminescence, 90 h; inhibition, % at 8.34 µM; 5.9% of 77,000 active;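 active = mean inhibition above about 93%, with at least 55% of replicates each passing it, limit read from the data, passing the limit was not always enough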
C diff HTS: C. difficile growth inhibitors, primary screen, HTS. 0.25% of 86,000 active. growth activity, negative = inhibition, % at 16 µg/mL (by protocol). AID 1259249, 2017. Clostridium difficile clinical isolate growth, OD600, 24 h; active compounds read low;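 active = mean growth activity at or below -80% and every replicate also at or below -80%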;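 also: 0% = DMSO wells and -100% = levofloxacin 16 µg/mL wells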
Active calls of the source: *; x = not tested or not shown; & = joins results of further samples.

Labels used below – A = GASC1 inh; B = Pf Dd2 growth; C = Tcruzi prolif; D = C diff HTS
Structure: COc1ccc(NC(=O)Nc2ccc3c(c2)C(=O)N([C@@H](C)CO)C[C@@H](C)[C@H](CN(C)S(=O)(=O)c2ccc(OC)cc2)OCCCC[C@H](C)O3)cc1
  A = 0.2 | B = -75 | C = 16 | D = -1
Structure: C[C@@H]1CN([C@H](C)CO)C(=O)c2cc(N(C)C)ccc2O[C@@H]1CN(C)Cc1ccncc1
  A = 8.7 | B = 12 | C = 54 | D = 0
Structure: C[C@@H]1CN([C@@H](C)CO)C(=O)c2cc(NC(=O)CCCN(C)C)ccc2O[C@H]1CN(C)Cc1ccc(-c2ccccc2)cc1
  A = 2.5 | B = -43 | C = x | D = -1
Structure: C[C@H](CO)N1C[C@H](C)[C@@H](CN(C)S(=O)(=O)c2ccc(F)cc2)Oc2ccc(N(C)C)cc2CC1=O
  A = -0.4 | B = -5 | C = x | D = -7
Structure: COc1ccc(NC(=O)N(C)C[C@H]2Oc3ccc(NS(=O)(=O)c4ccc(OC)cc4)cc3C(=O)N([C@H](C)CO)C[C@H]2C)cc1
  A = 1.1 | B = 6 | C = 2 | D = -5
Structure: CO[C@H]1CN(C)C(=O)c2ccc(NC(=O)Nc3ccccc3)cc2OC[C@@H](C)N(C(=O)CC2CC2)C[C@@H]1C
  A = 1.0 | B = -8 | C = 16 | D = x
Structure: C[C@@H]1CN([C@@H](C)CO)C(=O)CCCn2cc(nn2)CO[C@H]1CN(C)C(=O)Nc1ccccc1
  A = x | B = 13 | C = 22 | D = -2
Structure: Cc1noc(C)c1S(=O)(=O)Nc1ccc2c(c1)C(=O)N([C@H](C)CO)C[C@H](C)[C@H](CN(C)Cc1ccncc1)OCCCC[C@H](C)O2
  A = 0.2 | B = 22 | C = 74 | D = 4
Structure: C[C@H](CO)N1C[C@H](C)[C@@H](CN(C)Cc2ccc(Cl)c(Cl)c2)OCCCC[C@H](C)Oc2ccc(NS(C)(=O)=O)cc2C1=O
  A = 16 | B = 18 | C = 83 | D = -2
Structure: C[C@@H]1CCCCO[C@H](CN(C)Cc2ccccc2)[C@@H](C)CN([C@@H](C)CO)C(=O)c2cc(NC(=O)CCCCCC(=O)Nc3ccccc3N)ccc2O1
  A = 0.9 | B = -80 | C = 95 | D = 1
Structure: C[C@H]1CN([C@@H](C)CO)C(=O)c2cccc(NS(=O)(=O)c3cccs3)c2O[C@H]1CN(C)C(=O)Nc1ccc2c(c1)OCO2
  A = 1.6 | B = -12 | C = -80 | D = x
Structure: COc1ccc(NC(=O)Nc2ccc3c(c2)C(=O)N([C@@H](C)CO)C[C@@H](C)[C@@H](CN(C)C(=O)Nc2ccc4c(c2)OCO4)O3)cc1
  A = -0.7 | B = -4 | C = 16 | D = -9
Structure: Cc1noc(C)c1S(=O)(=O)Nc1ccc2c(c1)C(=O)N([C@H](C)CO)C[C@@H](C)[C@H](CN(C)C(=O)c1ccccc1)OCCCC[C@@H](C)O2
  A = -1.9 | B = -17 | C = -31 | D = x
Structure: CCS(=O)(=O)N[C@H]1CC[C@@H](CC(=O)NCc2ccc(F)cc2)O[C@@H]1CO
  A = -0.7 | B = 5 | C = 93 | D = x
Structure: COCC(=O)Nc1ccc2c(c1)OC[C@H](C)N(C(=O)NC(C)C)C[C@@H](C)[C@H](OC)CN(C)C2=O
  A = 0.4 | B = -14 | C = 21 | D = x
Structure: CC(C)C#Cc1cnc2c(c1)C(=O)N([C@@H](C)CO)C[C@H](C)[C@@H](CN(C)C(=O)Nc1ccccc1F)O2
  A = -1.6 | B = -5 | C = 20 | D = x
Structure: COc1ccc2c3c([nH]c2c1)[C@@H](CO)N(C(=O)c1ccncc1)CC31CCN(C(=O)c2ccncc2)CC1
  A = 4.0 | B = 56 | C = x | D = 39
Structure: CCC(=O)Nc1ccc2c(c1)OC[C@H](C)N(CC1CCOCC1)C[C@@H](C)[C@H](OC)CN(C)C2=O
  A = -1.0 | B = -5 | C = -42 | D = x
Structure: C[C@H]1CCCCO[C@@H](CN(C)C)[C@@H](C)CN([C@@H](C)CO)C(=O)c2cc(NC(=O)Cc3ccccc3)ccc2O1
  A = 0.0 | B = -10 | C = 65 | D = 1
Structure: C[C@@H]1CN([C@@H](C)CO)C(=O)c2cc(N(C)C)ccc2O[C@H]1CN(C)Cc1ccc(-c2ccccc2)cc1
  A = 1.9 | B = -14 | C = 90 | D = -14
Structure: COc1cccc(NC(=O)Nc2ccc3c(c2)C(=O)N(C)[C@@H]2CC[C@@H](CC(=O)NCCc4ccccc4)O[C@H]2CO3)c1
  A = 1.0 | B = x | C = 52 | D = -17
Structure: C[C@H](CO)N1C[C@H](C)[C@H](CN(C)S(=O)(=O)c2cccc(F)c2)Oc2ncc(-c3cccc(C(=O)N(C)C)c3)cc2C1=O
  A = -1.6 | B = -8&-4 | C = -51&-64 | D = 2&5
Structure: C[C@@H]1CN([C@H](C)CO)C(=O)c2cc(C#CC3CCCCC3)cnc2O[C@H]1CN(C)C(=O)Cc1ccccn1
  A = -1.5 | B = 2 | C = x | D = -11
Structure: C[C@@H]1CN([C@@H](C)CO)C(=O)Cc2cc(NC(=O)Nc3cccc4ccccc34)ccc2O[C@H]1CN(C)S(=O)(=O)c1ccc(Cl)cc1
  A = -1.1 | B = -52 | C = 43 | D = -5
Structure: CC(C)C#Cc1ccc([C@H]2[C@@H](C#N)N(C(=O)C3CCOCC3)[C@H]2CO)cc1
  A = -0.3 | B = -7 | C = 84 | D = 3
Structure: COCC(=O)N1C[C@H](C)[C@H](OC)CN(C)C(=O)c2ccc(NC(=O)Nc3cccc(F)c3)cc2OC[C@H]1C
  A = 1.7 | B = x | C = -44 | D = x
Structure: C[C@H]1CCCCO[C@H](CN(C)C(=O)Nc2ccc(F)cc2)[C@@H](C)CN([C@@H](C)CO)C(=O)c2cc(NS(=O)(=O)c3ccc(F)cc3)ccc2O1
  A = -0.6 | B = -69 | C = 57 | D = -2
Structure: CC(C)c1cn(CC[C@H]2CC[C@@H](NS(=O)(=O)c3ccc(F)cc3)[C@@H](CO)O2)nn1
  A = -0.6 | B = -35 | C = 27 | D = 0
Structure: CCCNC(=O)Nc1ccc2c(c1)C(=O)N(C)[C@H]1CC[C@@H](CC(=O)NC)O[C@H]1CO2
  A = 1.4 | B = 0 | C = -19 | D = -8
Structure: CCNC(=O)C[C@@H]1CC[C@H]2[C@@H](COc3ccc(NC(=O)Nc4ccc(Cl)cc4)cc3C(=O)N2C)O1
  A = 0.0 | B = 2 | C = 14 | D = -6
Structure: COc1cccc(NC(=O)C[C@H]2CC[C@H]3[C@H](COc4ccc(NC(C)=O)cc4C(=O)N3C)O2)c1
  A = -0.2 | B = 8 | C = 11 | D = 0
Structure: COC(=O)C[C@H]1C[C@@H]2c3cc(NS(=O)(=O)c4ccc(OC)cc4)ccc3O[C@@H]2[C@@H](CO)O1
  A = -2.1 | B = -10 | C = -3 | D = -2
Structure: C[C@H](CO)N1C[C@H](C)[C@H](CN(C)C(=O)C2CCC2)Oc2cc(Br)ccc2S1(=O)=O
  A = -1.8 | B = 28 | C = -47 | D = x
Structure: CC(C)c1cn(CC[C@H]2CC[C@H](NC(=O)C3CCOCC3)[C@H](CO)O2)nn1
  A = -0.8 | B = 8 | C = x | D = -3
Structure: COc1ccc(NC(=O)N(C)C[C@H]2Oc3ccc(NC(=O)Nc4ccc5c(c4)OCO5)cc3C(=O)N([C@H](C)CO)C[C@H]2C)cc1
  A = 0.1 | B = -25 | C = 79 | D = x
Structure: COc1ccc(S(=O)(=O)N(C)C[C@H]2Oc3c(NC(=O)Nc4c(C)noc4C)cccc3C(=O)N([C@@H](C)CO)C[C@H]2C)cc1
  A = -0.7 | B = -4 | C = -19 | D = x
Structure: C[C@@H]1CCCCO[C@H](CN(C)C(=O)CCCN(C)C)[C@@H](C)CN([C@@H](C)CO)C(=O)c2cc(NC(=O)Nc3ccc(F)cc3)ccc2O1
  A = 2.7 | B = -45 | C = -16 | D = 0
Structure: CCS(=O)(=O)N1CCCCN2[C@H](C1)[C@H](c1ccc(-c3ccccc3C)cc1)[C@@H]2CO
  A = -1.4 | B = -15 | C = 71 | D = -3
Structure: C[C@@H]1CN([C@@H](C)CO)C(=O)c2cc(NS(=O)(=O)c3ccc(Cl)cc3)ccc2O[C@H]1CN(C)Cc1ccc(C(=O)Nc2ccccc2N)cc1
  A = 4.7 | B = -77 | C = 69 | D = -1
Structure: Cc1ccc(S(=O)(=O)N(C)C[C@@H]2Oc3cc(Br)ccc3S(=O)(=O)N([C@@H](C)CO)C[C@H]2C)cc1
  A = -1.7 | B = -53 | C = x | D = 0

Sorted by SMILES length (falling): part of the list above.
Labels used below – A = GASC1 inh; B = Pf Dd2 growth; C = Tcruzi prolif; D = C diff HTS
Structure: COc1ccc(NC(=O)N(C)C[C@H]2Oc3ccc(NC(=O)Nc4ccc5c(c4)OCO5)cc3C(=O)N([C@H](C)CO)C[C@H]2C)cc1
  A = 0.1 | B = -25 | C = 79 | D = x
Structure: COC(=O)C[C@H]1C[C@@H]2c3cc(NS(=O)(=O)c4ccc(OC)cc4)ccc3O[C@@H]2[C@@H](CO)O1
  A = -2.1 | B = -10 | C = -3 | D = -2
Structure: CCS(=O)(=O)N1CCCCN2[C@H](C1)[C@H](c1ccc(-c3ccccc3C)cc1)[C@@H]2CO
  A = -1.4 | B = -15 | C = 71 | D = -3

(continued)
Labels used below – A = GASC1 inh; B = Pf Dd2 growth; C = Tcruzi prolif; D = C diff HTS
Structure: C[C@H](CO)N1C[C@H](C)[C@@H](CN(C)S(=O)(=O)c2cccc(F)c2)Oc2ncc(C#CC3(O)CCCC3)cc2C1=O
  A = -0.9 | B = -36 | C = 59 | D = -1
Structure: C/C=C/c1ccccc1[C@@H]1[C@@H](CO)N(C(=O)CN2CCOCC2)[C@H]1C#N
  A = -0.2 | B = 17 | C = x | D = -3
Structure: O=C(NC1CCC1)[C@H]1[C@H](CO)[C@H]2Cn3c(ccc(-c4ccccc4)c3=O)[C@H]2N1Cc1ccccn1
  A = 5.9 | B = -2 | C = 37 | D = -6
Structure: C[C@H]1CN([C@@H](C)CO)S(=O)(=O)c2ccc(-c3cccc(C#N)c3)cc2O[C@@H]1CN(C)C(=O)c1ccncc1
  A = -0.4 | B = -40 | C = x | D = -4
Structure: C[C@H](CO)N1C[C@H](C)[C@H](CN(C)C(=O)Cc2cccnc2)Oc2cc(C3=CCCCC3)ccc2S1(=O)=O
  A = -2.0 | B = -48 | C = 61 | D = 16
Structure: CCCNC(=O)NC[C@H]1[C@@H](c2ccc(C3=CCCCC3)cc2)[C@@H](CO)N1C(C)=O
  A = 0.6 | B = -7 | C = 26 | D = 1
Structure: CCC(=O)N1CC[C@@H]2[C@H](CO)Nc3ccc(C#Cc4ccc(OC)cc4)cc3[C@@H]21
  A = -0.5 | B = -25 | C = 93 | D = -16
Structure: CC(C)CC#Cc1ccc2c(c1)O[C@H](CN(C)C(=O)CC1CC1)[C@H](C)CN([C@@H](C)CO)S2(=O)=O
  A = -1.4 | B = -21 | C = x | D = 3
Structure: C[C@@H]1CN([C@@H](C)CO)C(=O)c2cc(/C=C/c3ccccc3)cnc2O[C@@H]1CN(C)C(=O)c1ccc2c(c1)OCO2
  A = -1.7 | B = -26 | C = x | D = 3
Structure: C[C@@H]1CN([C@H](C)CO)S(=O)(=O)c2ccc(C#Cc3ccccc3)cc2O[C@@H]1CN(C)CC1CC1
  A = 7.4 | B = -60 | C = 94 | D = 4
Structure: COc1ccc(NC(=O)N(C)C[C@@H]2Oc3c(NC(=O)c4nc5ccccc5s4)cccc3C(=O)N([C@H](C)CO)C[C@@H]2C)cc1
  A = -0.2 | B = -41 | C = 76 | D = 3
Structure: CN(C)C(=O)c1cccc(-c2ccc([C@H]3[C@@H](CO)N4CCCCN(S(C)(=O)=O)C[C@@H]34)cc2)c1
  A = 0.2 | B = 10 | C = 91 | D = -7
Structure: CCCC(=O)Nc1ccc2c(c1)C(=O)N(C)C[C@H](OC)[C@H](C)CN(CC1CCOCC1)[C@H](C)CO2
  A = -1.4 | B = x | C = -4 | D = x
Structure: CCCC(=O)Nc1ccc2c(c1)C(=O)N(C)C[C@H](OC)[C@H](C)CN(C)[C@H](C)CO2
  A = 1.8 | B = 4 | C = 27 | D = 0
Structure: C[C@@H]1CCCCO[C@H](CN(C)C(=O)Nc2cccc3ccccc23)[C@H](C)CN([C@@H](C)CO)C(=O)c2cc(N(C)C)ccc2O1
  A = -1.1 | B = -55 | C = 80 | D = -9
Structure: COc1cccc(-c2ccc3c(c2)[C@H]2[C@H](CCN2S(=O)(=O)c2ccccc2OC)[C@@H](CO)N3)c1
  A = -1.6 | B = -70 | C = 71 | D = -1
Structure: CO[C@@H]1CN(C)C(=O)c2cc(NS(=O)(=O)c3cccc(F)c3)ccc2OC[C@H](C)N(Cc2cc(F)ccc2F)C[C@H]1C
  A = -0.9 | B = -32 | C = 86 | D = 11
Structure: C[C@@H]1CCCCO[C@@H](CN(C)C(=O)Nc2ccc(C(F)(F)F)cc2)[C@H](C)CN([C@@H](C)CO)C(=O)c2cc(NC(=O)Nc3ccccc3)ccc2O1
  A = -0.2 | B = -28 | C = x | D = -7
